Screens as filed in PubChem.
GCN5L2 inh = inhibitors of human GCN5L2 histone acetyltransferase. Potency, µM (highest dose often 58.9 µM), inactives show at the top dose activity change, negative = inhibition, usual class: inhibitors. AID 504327. 0.21% of 390,000 active. Q92830. GCN5L2 HAT assay, ThioGlo1 CoA-SH fluorescence
Target sequence (Q92830 whole entry, looked up): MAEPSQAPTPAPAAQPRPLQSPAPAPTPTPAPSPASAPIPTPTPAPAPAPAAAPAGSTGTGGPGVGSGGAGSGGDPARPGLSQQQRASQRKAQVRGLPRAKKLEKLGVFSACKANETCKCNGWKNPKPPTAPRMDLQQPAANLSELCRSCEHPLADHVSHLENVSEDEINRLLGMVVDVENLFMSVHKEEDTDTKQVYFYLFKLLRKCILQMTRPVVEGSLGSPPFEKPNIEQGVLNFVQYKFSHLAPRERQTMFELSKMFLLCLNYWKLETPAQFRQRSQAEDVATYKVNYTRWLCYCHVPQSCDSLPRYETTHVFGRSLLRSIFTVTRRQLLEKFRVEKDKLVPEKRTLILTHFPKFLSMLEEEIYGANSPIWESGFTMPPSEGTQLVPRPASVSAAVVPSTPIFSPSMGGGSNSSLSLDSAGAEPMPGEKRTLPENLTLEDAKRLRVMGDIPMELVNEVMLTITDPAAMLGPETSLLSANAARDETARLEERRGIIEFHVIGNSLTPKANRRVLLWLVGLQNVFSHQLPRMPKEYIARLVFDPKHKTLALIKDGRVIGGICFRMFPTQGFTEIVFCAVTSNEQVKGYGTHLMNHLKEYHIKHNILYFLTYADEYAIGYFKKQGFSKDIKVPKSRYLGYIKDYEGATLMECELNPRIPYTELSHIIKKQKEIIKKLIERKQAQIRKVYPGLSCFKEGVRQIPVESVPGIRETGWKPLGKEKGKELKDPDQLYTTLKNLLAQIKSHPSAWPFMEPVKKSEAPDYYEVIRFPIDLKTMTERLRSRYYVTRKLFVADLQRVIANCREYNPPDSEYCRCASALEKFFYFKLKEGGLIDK
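Enzyme at 20nM final was mixed with library compounds for 15 min at room temperature. Peptide H3(1-25) at 75uM, acetyl-CoA at 70uM and ThioGlo1 at 50uM were then added. Plates were read immediately and after 20 min (Ex340nm/Em540nm).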
DT40 TDP1 CPT = DT40-hTDP1 cell growth loss with CPT. chicken DT40 Tdp1-/-;hTDP1 cells + 20 nM CPT, ATP luminescence, 48 h. Potency, µM (titrated, usually from 46.2 µM), without a hit: at the highest dose activity change, negative = growth inhibition, actives largely listed as inhibitors. 12% of 420,000 active. AID 686979; note: nearly all actives have a fitted effect of over 55% in size
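Chicken DT40 Tdp1-/- cells complemented with human TDP1, 400 cells/well, exposed to compounds plus 20 nM camptothecin for at least 48 h at 37 C; viability read as ATP content by CellTiter-Glo luminescence.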
TDP1 cell noCPT = qHTS for Inhibitors of human tyrosyl-DNA phosphodiesterase 1 (TDP1): qHTS in cells in absence of CPT; DT40 Tdp1-/- hTDP1 cells, no CPT, ATP luminescence, 48 h; Potency, µM (doses to about 46.2 µM), for inactives: at the top dose activity change, negative = growth inhibition, actives largely listed as inhibitors; 15% of 420,000 active; AID 686978, 2013; note: nearly all actives have a fitted effect of over 55% in size
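A cellular qHTS used chicken DT40 cells lacking endogenous Tdp1 but carrying stably transfected human TDP1. Compounds were applied without camptothecin, and cell growth kinetics were judged by ATP-dependent luminescence after ≥48 hr.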
* hit, by the source's call; ? = inconclusive; nt = no result given; [ ] = dose if it differs, or a comment. Calls come from the whole dose curve; as a rule, active = well fitted curve in the direction sought with a large enough effect; inconclusive = small, poorly fitted or top-dose-only effect, or another doubt; inactive = no such curve, though single readings can be large; an effect the other way counts as inactive or inconclusive. % is set by controls: 0 for no effect and ±100 for the full control effect; potency is the fitted concentration of half-maximal effect.

1: CC(Oc1ccc(Cl)cc1Cl)C(=O)NNC(=O)C(=O)N1CCCCC1 (stereo not given)
2: COc1ccc(-c2noc(COc3ccc4c(c3)OCO4)n2)cc1OC
3: O=C(CN1CCN(c2ncc(C(F)(F)F)cc2Cl)CC1)Nc1ccc2c(c1)OCO2
4: Cc1nc(NC(=O)CSc2nc(N)cc(N)n2)sc1C
5: CCCn1c(C)cc(/C=C(\C#N)C(=O)OCC(=O)Nc2ccc(OC)c(Cl)c2)c1C
6: O=C(CN(c1cc(Cl)ccc1Cl)S(=O)(=O)c1ccccc1)N1CCOCC1
Screen / compound no.	1	2	3	4	5	6
GCN5L2 inh	-2%	-10%	-16%	-6%	-7%	-25%
DT40 TDP1 CPT	-4%	-11%	-14%	8%	-27%	-27%
TDP1 cell noCPT	6%	-13%	-5%	-1%	12µM*	-16%

7: N/C(=N\OC(=O)COc1ccc(Br)cc1)c1cccc([N+](=O)[O-])c1
8: O=C(O)c1cccc(-n2cccc2/C=C2/NC(=O)N(Cc3ccccc3F)C2=O)c1
9: CC1ON=C(c2ccccn2)N(Cc2ccc(S(C)(=O)=O)cc2)C1=O (stereo not given)
10: O=C(NCCCN1CCOCC1)C1CCC(=O)N1C1CCCCC1 (stereo not given)
11: O=C(O)c1ccc(N/N=C/c2ccc(-c3ccc(Cl)cc3Cl)o2)cc1
12: Cc1cc2cc(C)c3nnc(SCc4ccccn4)n3c2cc1C
Screen / compound no.	7	8	9	10	11	12
GCN5L2 inh	20%	-9%	nt	-6%[0.501 µM]	-26%	5%
DT40 TDP1 CPT	20%	?	-3%	-4%	16µM*	23µM*
TDP1 cell noCPT	-6%	?	3%	2%	?	?

13: Cc1cc(=O)[nH]c(SCC(=O)Nc2ccc(S(=O)(=O)N3CCCCC3)cc2)n1
14: CC(C)n1cnnc1SCC(=O)NNC(=O)COc1ccc(Cl)cc1
15: COc1ccc(CN(C)CCCn2cnc3c(SC)ncnc32)cc1OC
16: O=C1C(=O)N(CCN2CCOCC2)C(c2ccc([N+](=O)[O-])cc2)/C1=C(/O)c1ccc2c(c1)OCO2 (stereo not given)
17: CCOC(=O)c1cc2ccccc2n1C1CCN(C)CC1
18: COc1ccc(OCCn2ccnc2)cc1
Screen / compound no.	13	14	15	16	17	18
GCN5L2 inh	-11%	1%	nt	-6%	nt	-6%
DT40 TDP1 CPT	-6%	7%	0%	-1%	?	4%
TDP1 cell noCPT	-4%	4%	4%	-8%	26µM*	8%

19: Cc1ccc(NC(=O)Cc2coc3c(C)c(C)ccc23)c(C)c1
20: O=C(Cn1cnc2onc(-c3ccc(F)cc3)c2c1=O)N1CCN(c2ccccc2F)CC1
21: COc1cccc(NC(=O)c2ccc(-c3nc(COc4ccc(C)cc4)c(C)o3)cc2)c1
22: COc1ccc(CNC(=O)c2coc(=O)c3ccccc23)c(OC)c1
23: O=C(CCn1nc(-c2ccccc2)c2ccccc2c1=O)NN1CCOCC1
24: CC(Sc1nc2ccccc2n1C)C(=O)Nc1ccc(N2CCOCC2)cc1 (stereo not given)
Screen / compound no.	19	20	21	22	23	24
GCN5L2 inh	5%	-5%	0%	-5%	-2%	0%
DT40 TDP1 CPT	?	?	?	-23%	-4%	-4%
TDP1 cell noCPT	?	?	?	?	-5%	-9%

25: COc1cc(NC(=O)C2=C(C)OCCS2)c(Cl)cc1C(=O)NCCN(C)C
26: CC(C)CN1CCCC2(CCN(C(=O)c3cccc(F)c3)CC2)C1
27: CN1C(=O)C(O)(C2OC(C)(C)CCC2=O)c2ccccc21 (stereo not given)
28: C#CCN(C)CC/C=C1\c2ccccc2CSc2ccccc21
29: Cc1oc(-c2cccs2)nc1CNC[C@H]1O[C@@H](n2cnc(C(N)=O)n2)[C@H](O)[C@@H]1O
30: COc1ccccc1NC(=O)Nc1nc(CC(=O)N2CCN(c3ccccc3F)CC2)cs1
Screen / compound no.	25	26	27	28	29	30
GCN5L2 inh	1%	2%	-5%[0.501 µM]	-10%	nt	-8%
DT40 TDP1 CPT	-4%	1%	8.2µM*	-20%	-5%	?
TDP1 cell noCPT	-22%	-9%	6.5µM*	?	-4%	18µM*

Two records drawn at random from the list so far, as already listed:
28: C#CCN(C)CC/C=C1\c2ccccc2CSc2ccccc21
30: COc1ccccc1NC(=O)Nc1nc(CC(=O)N2CCN(c3ccccc3F)CC2)cs1
Screen / compound no.	28	30
GCN5L2 inh	-10%	-8%
DT40 TDP1 CPT	-20%	?
TDP1 cell noCPT	?	18µM*

Next part:
31: Cc1nn(C)c(C(=O)Nc2ccc(Br)cc2F)c1Br
32: Cc1ccc(-n2nnnc2-c2cnoc2-c2cccc(F)c2)cc1
33: CC(C)n1cnc2cc(NCc3nc4ccccc4n3C)ccc21
34: CCOc1cc(NC(=O)CCl)c(OCC)cc1NC(C)=O
35: CC(C)Oc1cccc(C(=O)C2CCCN(C(=O)c3ccsc3)C2)c1 (stereo not given)
36: CC(C)(C)OC(=O)C[C@H]1C/C=C\C[C@@H](CC(=O)N(CCO)Cc2ccccc2)C(=O)N[C@H](C(C)(C)C)COC1=O
Screen / compound no.	31	32	33	34	35	36
GCN5L2 inh	-3%	-3%	2%	-3%	-9%	0%
DT40 TDP1 CPT	-1%	26µM*	-10%	?	1%	?
TDP1 cell noCPT	-23%	?	-14%	16µM*	-1%	15µM*

37: COc1cccc(C2Cc3ccccc3C(=O)O2)c1 (stereo not given)
38: NC(=O)NC(CC(=O)OCC(=O)Nc1nnc(-c2ccccc2)o1)c1ccc(Cl)cc1 (stereo not given)
39: CC1CCN(S(=O)(=O)c2ccc3[nH]c(=O)cc(C(=O)O)c3c2)CC1
40: O=C1N(Cc2ccccc2)c2ccc(Cl)cc2C1(O)c1c[nH]c2ccccc12 (stereo not given)
41: CCOC(=O)C(=CNc1nc(-c2ccccc2)c(C(=O)Nc2ccc(-c3ccccc3)cc2)s1)C(=O)OCC
42: CCOc1ccc(-n2cc(-c3ccccc3)c3c(N4CCN(c5ccccc5OC)CC4)ncnc32)cc1
Screen / compound no.	37	38	39	40	41	42
GCN5L2 inh	1%	nt	-15%	-6%	-25%	-6%
DT40 TDP1 CPT	-11%	2%	-6%	23µM*	16µM*	12µM*
TDP1 cell noCPT	-18%	3%	-2%	?	?	16µM*

43: CC1(C)CC(=O)c2cnc(NC(=O)CSC(=S)N3CCCCC3)nc2C1
44: Cc1ccc(C2CCN(C(=O)c3cnn(-c4cccc(Cl)c4)c3C3CCN(C(=O)OC(C)(C)C)CC3)C2)cc1 (stereo not given)
45: COC(=O)c1c(NC(=O)c2cccnc2)sc(C(=O)N(C)C)c1C
46: O=C(O)C=Cc1c[nH]c2nccnc12
47: COc1ccc(C(C(=O)NC2CCCC2)n2c(CSCCOc3ccccc3)nc3ccccc32)cc1 (stereo not given)
48: O=C(O)/C=C/C(=O)Nc1ccccc1SC(F)(F)C(F)(F)C(F)(F)F
Screen / compound no.	43	44	45	46	47	48
GCN5L2 inh	-2%	2%	2%	nt	nt	-2%
DT40 TDP1 CPT	2%	13µM*	-1%	-14%	?	?
TDP1 cell noCPT	-15%	7.3µM*	-24%	-10%	?	?

49: COc1ccc(Cn2c(=O)[nH]c3cc(C(=O)NCCCN4CCCCCC4)ccc3c2=O)cc1
50: COC(=O)c1ccc(NC(=S)NN2CCCCC2c2cccnc2)cc1 (stereo not given)
51: Cc1cc2c(OCC(CNC(C)(C)C)OC(=O)c3ccccc3)cccc2[nH]1 (stereo not given)
52: COCCN1CCN(C(=O)C2CCC(=O)N(Cc3ccccc3OC)C2)CC1 (stereo not given)
53: COc1ccc(Cn2c(C3CC3)nc3ccc(NC(C)=O)cc3c2=O)cc1
54: COc1cc(CN2CC(=O)N(c3cccc(Cl)c3C)C2=S)cc(OC)c1OC
Screen / compound no.	49	50	51	52	53	54
GCN5L2 inh	-2%	11%	-9%	-11%	-3%	-10%
DT40 TDP1 CPT	11%	2%	?	-17%	-6%	23µM*
TDP1 cell noCPT	?	-22%	?	-3%	-26%	?

55: CCC(=O)Nc1ccccc1Nc1cc(C#N)c(C#N)cc1[N+](=O)[O-]
56: COC(=O)CCCCCCCCC(O)C[N+]1(C)CCOCC1 (stereo not given)
57: O=C(Nc1ccccc1N1CCN(c2ccc(F)cc2)CC1)C12CC3CC(CC(C3)C1)C2
58: CCCCn1c(=O)c2c(nc3n2CCCN3Cc2ccccc2)n(C)c1=O
59: COC(=O)/C=C/C(=O)N1CCN(c2ccccc2C)CC1
60: COc1ccccc1NC(=O)CSC(N)=O
Screen / compound no.	55	56	57	58	59	60
GCN5L2 inh	-19%	-5%	2%	4%	-3%	-2%
DT40 TDP1 CPT	?	15%	?	?	?	?
TDP1 cell noCPT	?	4%	?	23µM*	16µM*	21µM*

Screen by screen, from the results shown.
Entries 55 to 60 in TDP1 cell noCPT, in turn: ?, 4%, ?, 23µM*, 16µM*, 21µM*
Entries 55 to 60 in DT40 TDP1 CPT, in turn: ?, 15%, ?, ?, ?, ?

(next part)
61: CC(=O)NS(=O)(=O)c1ccc(NC(=O)/C=C/c2ccccc2)cc1
62: CCOc1ncccc1C(=O)N1CCN(S(=O)(=O)c2ccc3c(c2)OCCO3)CC1
63: COc1ccc(C(=O)O)cc1S(=O)(=O)NCc1cccnc1
64: Cc1[nH]c2ccccc2c1/C=C/c1nc2ccccc2c(=O)[nH]1
65: O=C(NC1CCCN(Cc2ccc(Cl)cc2)C1)c1c(F)cccc1F (stereo not given)
66: COc1ccc(NC(=O)c2cc(=O)c3cc(C)cc(C)c3o2)cc1
Screen / compound no.	61	62	63	64	65	66
GCN5L2 inh	-14%	-4%	-1%	-1%	-13%	-2%
DT40 TDP1 CPT	0%	1%	-3%	?	-22%	?
TDP1 cell noCPT	-6%	?	14%	10µM*	-19%	?

67: COc1ccc(/C=C2\C(=O)NC(=S)N2C(=O)c2ccc(F)cc2)cc1
68: Cn1c(=O)cc(OCCCC(=O)Nc2cccc(Cl)c2)c2ccccc21
69: CC(=O)CCC(=O)NC1CCCc2c1cnn2-c1ccc(C(C)(C)C)cc1 (stereo not given)
70: CCN(CC)S(=O)(=O)c1cccc(C(=O)Nc2nnc(C)s2)c1
71: NS(=O)(=O)c1ccc(NC(=O)COC(=O)COc2ccc(Br)cc2)cc1
72: CCc1cc(-c2nc(N)ncc2-c2ccc(Br)cc2)c(O)cc1OC
Screen / compound no.	67	68	69	70	71	72
GCN5L2 inh	38%[activator]	nt	-8%	-6%	-5%	-19%
DT40 TDP1 CPT	23µM*	?	?	6%	-7%	?
TDP1 cell noCPT	18µM*	?	?	7%	14%	?

73: Cc1nn(CC(=O)OCC(=O)Nc2cccc(S(N)(=O)=O)c2)c(C)c1[N+](=O)[O-]
74: Cc1ccc(NC(=O)CSCc2cc(=O)c3ccccc3[nH]2)c(C)c1
75: CC1Cc2nc(SCC(=O)c3ccccc3)n(Cc3ccccc3)c(=O)c2S1 (stereo not given)
76: COc1cc(C2CC(c3cccnc3)=NN2c2ccc(F)cc2)cc(OC)c1OC (stereo not given)
77: CCCCN(C(=O)Cc1ccc2c(c1)OCCO2)c1c(N)n(CC(C)C)c(=O)[nH]c1=O
78: CCOc1ncccc1C(=O)Nc1ccccc1F
Screen / compound no.	73	74	75	76	77	78
GCN5L2 inh	1%	0%	-3%	-27%	-17%	-7%
DT40 TDP1 CPT	-7%	?	10µM*	?	2%	-15%
TDP1 cell noCPT	26%	?	10µM*	?	-24%	-14%

79: CCSc1nnc(-c2ccc(C)cc2)c2ccccc12
80: Cc1onc(-c2c(Cl)cccc2Cl)c1C(=O)N/N=C(\N)COc1ccc(Cl)cc1
81: CC(=O)c1c(N2CCN(Cc3ccccc3)CC2)[nH]c(-c2ccccc2)nc1=S
82: O=C1C2(CCC13COC(c1ccc(O)cc1)OC3)COC(c1ccc(O)cc1)OC2 (stereo not given)
83: COc1ccc(Cl)cc1NC(=O)CN(C)C(=O)C1CC(=O)N(Cc2ccc(C)cc2)C1 (stereo not given)
84: CC1(C(=O)NC2CCN(Cc3ccccc3)CC2)CCN1Cc1ccc(OC(F)(F)F)cc1 (stereo not given)
85: O=C(Cc1ccc(F)cc1)NCCc1csc2nc(-c3ccc(Cl)cc3)nn12
86: Cc1ccc(S(=O)(=O)N2C[C@H]3[C@H]4C(=O)N(c5ccccc5)C(=O)[C@H]4C[C@H](OC(=O)NCc4ccccc4F)[C@@]3(O)C2)cc1
Screen / compound no.	79	80	81	82	83	84	85	86
GCN5L2 inh	-22%	?	?	-7%	-4%	nt	-7%	nt
DT40 TDP1 CPT	?	5.2µM*	?	?	-14%	?	?	1%
TDP1 cell noCPT	16µM*	5.2µM*	?	?	-22%	?	21µM*	-29%
